# ASAP1 inh – inhibitors of human ASAP1 ArfGAP activity, primary screen, biochemical, fluorescence polarization; 360,000 tested, 0.19% active; AID 624377, 2012; Arf-GAP with SH3 domain, ANK repeat and PH domain-containing protein 1 (Homo sapiens), …; ASAP1-stimulated ARF1 GTP hydrolysis, GDP FP detection; inhibition, % at 16.5 µM; in the data active = inhibition above about 25%;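 note: 0% = vehicle with enzyme and substrate and 100% = no enzyme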
# Target sequence (Q9ULH1 325-724 limits assumed): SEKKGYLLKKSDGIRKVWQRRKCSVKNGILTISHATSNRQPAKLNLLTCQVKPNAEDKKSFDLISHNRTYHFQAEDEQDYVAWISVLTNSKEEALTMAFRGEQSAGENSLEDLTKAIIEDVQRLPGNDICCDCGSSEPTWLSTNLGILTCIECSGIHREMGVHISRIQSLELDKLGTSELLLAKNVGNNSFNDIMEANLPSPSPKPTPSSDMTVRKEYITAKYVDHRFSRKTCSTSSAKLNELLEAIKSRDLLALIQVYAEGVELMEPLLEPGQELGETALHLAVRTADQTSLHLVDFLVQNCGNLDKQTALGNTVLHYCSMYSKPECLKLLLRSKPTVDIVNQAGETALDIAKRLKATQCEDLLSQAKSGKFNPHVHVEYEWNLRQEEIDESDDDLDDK
# MBD2 DNA inh – inhibitors of MBD2 binding to methylated DNA, primary screen, biochemical, TR-FRET, DNA-binding domain, human; Methyl-CpG-binding domain protein 2 (Homo sapiens), Q9UBB5; MBD2 binding to methylated oligonucleotide; inhibition, % at 4.4 µM; 370,000 tested, 0.31% active; in the data active = inhibition above about 13%
# DDE Tn7 FP inh – inhibitors of Tn7 peptide binding to fibrin DD(E), primary screen, biochemical, fluorescence polarization, human fibrin, Tn7 probe; Fibrinogen beta chain (Homo sapiens), P02675; FP displacement of FITC-Tn7 peptide from fibrin DD(E); 0% = median of compound wells per plate; inhibition, % at 8.3 µM; 370,000 tested, 0.13% active; AID 720508, 2013;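 active = inhibition above the mean of compounds falling within the control limits plus 3 SD of them, cut at about 14% in these data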;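 note: 0% = plate median of compound wells and 100% = 10 µM Aha-Tn7 peptide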
# Target sequence (P02675 whole entry, looked up): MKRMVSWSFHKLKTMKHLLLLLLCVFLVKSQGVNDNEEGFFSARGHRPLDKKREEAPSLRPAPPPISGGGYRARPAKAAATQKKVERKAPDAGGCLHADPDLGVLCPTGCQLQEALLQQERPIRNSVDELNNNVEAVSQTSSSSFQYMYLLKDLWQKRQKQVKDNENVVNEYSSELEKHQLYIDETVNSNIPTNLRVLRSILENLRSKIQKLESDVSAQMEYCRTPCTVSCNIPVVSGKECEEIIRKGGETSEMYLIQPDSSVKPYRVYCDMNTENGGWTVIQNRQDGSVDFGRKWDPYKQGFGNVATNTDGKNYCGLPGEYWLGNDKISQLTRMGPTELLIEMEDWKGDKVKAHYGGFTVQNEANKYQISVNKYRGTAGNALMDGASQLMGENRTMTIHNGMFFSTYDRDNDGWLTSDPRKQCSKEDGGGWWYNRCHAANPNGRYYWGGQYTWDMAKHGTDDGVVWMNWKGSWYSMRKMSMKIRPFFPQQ
#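 Assay system: human fibrin DD(E) protein / Input: 2 µM fibrin DD(E) / Benchmarks: high control of 10 µM Aha-Tn7 peptide / Measured by: fluorescence polarization of the labelled Tn7 tracer / Medium: Tris buffer with calcium and detergent, pH 7.8 / Timing: 10 min compound pre-incubation, 3 h probe incubation at room temperature / Repeats: one replicate per compound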
# proKLK7 act – proKLK7 zymogen activators, primary screen, biochemical, fluorescence intensity. AID 652039, 2013. purified proKLK7, EDANS-DABCYL substrate fluorescence; 100% is mature enzyme control, 0% vehicle. 370,000 tested, 0.9% active. activation, % at 7 µM. Kallikrein-7 (Homo sapiens), P49862;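 active = activation above the mean of all tested compounds plus 3 SD, computed per campaign excluding outliers beyond control limits, cut at about 13% in these data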
# PLCg1 inh – PLC-gamma1 enzyme inhibitors, primary screen, biochemical, fluorescence, purified enzyme; 370,000 tested, 0.84% active; inhibition, % at 12.2 µM; 1-phosphatidylinositol 4,5-bisphosphate phosphodiesterase gamma-1 (Homo sapiens), P19174; fluorogenic substrate; in the data active = inhibition above about 9.5%
# DDE Tn6 FP inh – inhibitors of Tn6 peptide binding to fibrin DD(E), primary screen, biochemical, fluorescence polarization, human fibrin, Tn6 probe; inhibition, % at 8.3 µM; Fibrin DD(E) TRITC-Tn6 fluorescence polarization displacement; Fibrinogen beta chain (Homo sapiens), P02675; 370,000 tested, 0.21% active;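 active = inhibition above a per-campaign cutoff: mean of compounds within control limits plus 3 SD, cut at about 15% in these data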;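 note: 0% = median of all compound wells on the plate and 100% = blocking peptide control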
# ADAM17 inh – ADAM17 inhibitors, primary screen, biochemical, QFRET; 370,000 tested, 0.83% active; inhibition, % at 6.95 µM; recombinant ADAM17, EDANS/DABCYL FRET peptide cleavage; Disintegrin and metalloproteinase domain-containing protein 17 (Homo sapiens), P78536;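 active = inhibition above the mean of compounds lying between control limits plus 3 SD, set per campaign, cut at about 8.5% in these data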;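 note: 0% = DMSO-only wells as the low control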
# PLC-beta3 inh – human PLC-beta3 inhibitors, primary screen, biochemical, fluorescence; AID 720704, 2013; Purified PLC-beta3, fluorogenic substrate; inhibition, % at 12.2 µM; 1-phosphatidylinositol 4,5-bisphosphate phosphodiesterase beta-3 (Homo sapiens), Q01970; 370,000 tested, 0.18% active; in the data active = inhibition above about 11%;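 note: 0% = median of compound wells on plate and 100% = full blocker control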
# UHRF1 MBD2 ctr – UHRF1 methylated DNA binding inhibitors, primary screen, counter-screen for MBD2 inhibitor project, biochemical, TR-FRET, human UHRF1, single concentration | inhibition, % at 4.4 µM | E3 ubiquitin-protein ligase UHRF1 (Homo sapiens), Q96T88 | UHRF1 binding to methylated oligo | AID 687016, 2013 | 370,000 tested, 0.75% active; in the data active = inhibition above about 21%;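 note: UHRF1 SRA domain binding a hemimethylated CpG hairpin DNA probe; 0% = median of test compound wells and 100% = reference inhibitor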
# ARFGAP1 inhibitor – inhibitors of rat ARFGAP1 GAP activity, primary screen, biochemical, fluorescence polarization, GDP tracer | ADP-ribosylation factor GTPase-activating protein 1 (Rattus norvegicus), Q62848 | Arfgap1-stimulated ARF1 GTP hydrolysis, GDP FP detection | inhibition, % at 16.5 µM | 360,000 tested, 0.26% active | AID 651572, 2012;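 active = inhibition above a per-plate limit, mean inhibition of low control wells plus 3 SD, cut at about 25% in these data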;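 note: 0% = DMSO wells with enzyme and 100% = wells lacking Arfgap1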
# Target sequence (Q62848 1-136 limits assumed): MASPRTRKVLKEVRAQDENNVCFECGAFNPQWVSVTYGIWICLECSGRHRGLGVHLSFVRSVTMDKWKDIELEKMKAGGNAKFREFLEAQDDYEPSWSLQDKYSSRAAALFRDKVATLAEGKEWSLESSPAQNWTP
#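 Assay system: Rat Arfgap1 GAP domain (His6, aa 1-136), purified enzyme | Buffer or medium: HEPES 25 mM pH 7.5, NaCl 150 mM, MgCl2, DTT | Schedule: GTP hydrolysis reaction 2 h at 25 °C | Signal: FP of antibody-bound GDP Alexa 633 tracer, ex 620/em 688 nm | Measure: Percent inhibition of Arfgap1-stimulated GTP hydrolysis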
# Active calls of the source: *; i = inactive; x = no result given.
SMILES,ASAP1 inh,MBD2 DNA inh,DDE Tn7 FP inh,proKLK7 act,PLCg1 inh,DDE Tn6 FP inh,ADAM17 inh,PLC-beta3 inh,UHRF1 MBD2 ctr,ARFGAP1 inhibitor
Cc1nnc(NCCO)c2ccccc12,-15,-3,2,0.0,-2,-1,-3,-2,1,0
Cc1ccc(S(=O)(=O)Nc2ccc(Cl)cc2C(=O)c2ccc(F)cc2)cc1,-7,-2,-4,0.0,4,-3,7,2,3,8
CCOc1ccc(N2CC(C(=O)Nc3ccccc3C(=O)N3CCOCC3)CC2=O)cc1 (stereo unspecified),-5,0,3,0.3,2,-7,0,-5,0,-8
O=C(NNc1ccccc1F)c1ccccc1,2,-1,-4,0.3,1,-5,1,-3,1,3
c1ccc(-c2noc(COc3ccc4c(c3)OCO4)n2)cc1,1,-1,0,0.1,3,4,-5,0,0,19
CCOC(=O)c1c(C)c(C(=O)NCc2ccc3c(c2)OCO3)c(C)n1CC,2,-2,-1,0.5,0,-2,-2,-2,-2,-9
COc1cc(OC)cc(-c2sc3ccc(OC)cc3c2-c2ccc(O)cc2)c1,13,1,-7,-1.7,-208,-4,8,-278,4,26*
CCOc1ccc(NC(=O)c2ccccc2OC)cc1,3,3,8,-0.2,-1,-3,-6,1,0,-2
COC(=O)[C@]1(Cc2ccccc2)N[C@H](CN(C)C(=O)Nc2ccc(C)cc2)[C@@H]2C(=O)N(C)C(=O)[C@@H]21,0,-1,0,0.5,0,7,-4,1,-2,2
CCn1c2c(c3cc(Cl)ccc31)CCCC2=O,4,2,1,-5.6,-26,1,-15,-33,1,2
O=C(Nc1c(C(=O)O)[nH]c2ccc(F)cc12)c1cccc(C(F)(F)F)c1,-12,-5,12,0.1,-6,-4,-4,-13,-4,-8
Cc1ccc(S(=O)(=O)N2CCCCC2)cc1NC(=O)c1c(-c2ccccc2)noc1C,-3,1,-3,0.0,-2,-1,-1,-6,4,0
O=C(NC1CC1)C1=C[C@@H](C2CCCCC2)C[C@@H](OCCCCO)O1,-2,3,0,0.0,1,8,-3,-2,7,-6
NC(=O)c1c(NC(=O)Cn2nc(C(=O)O)c3ccccc3c2=O)sc2c1CCC2,2,1,-3,0.5,0,-2,-5,-6,3,-1
Cc1cc(Cl)c2oc(C(=O)NCCN3CCOC3=O)c(C)c2c1,-7,0,8,-0.1,-5,3,-3,-8,-3,-10
O=C(c1cnn(C(=O)CN2CCCC2=O)c1)c1ccccc1O,-4,1,2,5.7,-7,1,-3,-14,2,-9
CC(C)CC1C(=O)N(Cc2cn(CCC3OCCO3)nn2)CCS(=O)(=O)N1Cc1ccc(-c2cccc(CO)c2)cc1 (stereo unspecified),1,1,1,-0.2,0,1,0,2,-2,5
O=C(COC(=O)c1ccncc1)Nc1cc(Cl)ccc1Cl,-11,3,7,0.0,4,6,-2,-3,3,14
COc1ccc(-c2noc(N3CCCC(C(=O)Nc4cc(F)ccc4F)C3)n2)cc1 (stereo unspecified),12,-5,5,-0.6,-1,-2,-4,2,0,2
CCOc1ccc(-n2c(SCc3nc(-c4ccc(C)cc4)no3)nnc2-c2ccncc2)cc1,-3,0,6,1.2,-3,5,3,0,-3,-2
O=C(COC(=O)c1cc([N+](=O)[O-])ccc1N1CCOCC1)NC1CCCCC1,-1,-2,-6,0.2,-1,3,2,-2,-3,7
COC(=O)[C@H](CC(C)C)NC(=O)NC1CCCCC1C (stereo partly specified),4,2,-3,-0.4,1,-7,-1,3,-1,-8
COc1cccc(NC(=O)N2CCOCC2)c1,5,1,-5,0.1,0,-7,-1,1,0,15
Cn1nc(C(C)(C)C)c([N+](=O)[O-])c1C(=O)NCCO,-9,-2,2,0.2,3,7,-2,3,-1,2
CCN(CC(=O)Nc1c(F)cccc1F)C(=O)CCCOc1ccc(OC)cc1,-1,0,-2,-0.1,0,-3,-4,-4,-1,9
SMILES,ASAP1 inh,MBD2 DNA inh,DDE Tn7 FP inh,proKLK7 act,PLCg1 inh,DDE Tn6 FP inh,ADAM17 inh,PLC-beta3 inh,UHRF1 MBD2 ctr,ARFGAP1 inhibitor
Cc1ccc(NC(=O)CCc2c[nH]c3ccccc23)nc1,-3,5,-2,0.0,0,-3,-5,-8,1,-8
C=C(C)CSc1nnc(-c2cc(-c3ccc(OC)cc3)n[nH]2)n1N,x,-1,2,0.0,2,-8,0,3,1,x
COc1cccc(NC(=O)[C@@H](NC(=O)N2CCn3c2nc2ccccc23)C(C)C)c1,-4,4,4,0.2,4,5,-1,-3,-1,-10
O=S(=O)(NC1=NCCCCC1)c1ccc2sc(NS(=O)(=O)c3ccc4ccccc4c3)nc2c1,-2,5,1,-0.8,-2,10,-3,-5,-6,-3
CC(=O)C1=C(O)C(=O)N(c2ccc(C)cc2)C1c1ccc([N+](=O)[O-])cc1 (stereo unspecified),8,-3,-4,-0.1,1,5,1,3,-3,-4
COC(=O)c1ccc(S(=O)(=O)N2CCC(NC(=O)CCC3CCCC3)CC2)cc1,x,2,2,0.2,2,-6,1,3,3,x
CCCCn1c(SCn2nnc3ccccc3c2=O)nc2cc(S(N)(=O)=O)ccc21,3,-1,0,0.3,1,3,4,-1,-4,17
Cc1ccccc1S(=O)(=O)Nc1nc2ccccc2nc1N1CCOCC1,17,-2,-1,-0.4,-18,1,-4,-23,-1,-2
CCCOc1nc(SCCC)nc2c1cnn2-c1ccccc1,8,-2,-2,-0.1,2,-11,-5,-5,0,7
Cc1c(OCC(=O)NCCCn2ccnc2)ccc2c3c(c(=O)oc12)CCC3,1,-4,2,0.3,-7,0,-29,-15,-3,13
O=C(NCc1cccc(Cl)c1)C1CCN(S(=O)(=O)c2ccc(F)cc2)CC1,5,3,4,-0.6,0,3,-4,-6,-1,-7
CN(N=O)c1ccc(CC2CCc3ccccc32)cc1 (stereo unspecified),6,6,-1,-0.6,8,-11,-4,0,5,-16
CCCNC(=O)COC(=O)c1ccccc1OCc1ccc(Cl)cc1,7,-1,1,0.0,1,-2,0,-3,6,3
Cc1ccccc1NC(=O)Cn1c(=O)n(C)c2ccccc21,3,3,-3,-0.5,2,-2,-3,3,0,11
CC(C)NC(=O)OC[C@H]1O[C@H](C#Cc2ccc(C(C)(C)C)cc2)C=C[C@H]1O,-12,5,-1,0.1,-1,-2,-1,-1,0,11
CCN(CC(=O)Nc1ccc(NC(C)=O)cc1)C(=O)CSCc1c(C)noc1C,-4,-2,1,-0.7,-5,-7,-5,-8,1,9
CCN(CC)CCCNC(=O)C1c2ccccc2C(=O)N(CCOC)C1c1ccc(F)cc1 (stereo unspecified),-6,5,-3,-0.1,-2,3,-3,0,11,-3
COc1cccc(CN2CCNC(=O)C2CC(=O)NCC2CCOCC2)c1 (stereo unspecified),-7,-1,0,-0.7,-10,2,-5,-16,-2,1
c1ccc2c(N3CCCC3)nc(-c3ccncc3)nc2c1,-5,-2,-9,-0.2,-71,1,-6,-72,-8,1
O=S(=O)(NCc1ccccc1)c1ccc(-n2cccn2)cc1,-15,-5,4,-0.1,7,-7,4,2,-1,8
Cc1cc(C)n2nc(SCC(=O)N3CC(C)CC(C)C3)nc2n1 (stereo unspecified),13,4,4,0.0,1,-3,0,4,-2,-7
CC(C)N(CCCNC(=O)CC1Oc2ccccc2NC1=O)Cc1ccccc1 (stereo unspecified),-6,3,5,-0.3,-4,-5,-3,4,4,8
CCOC(=O)N1CCN(C(=O)COc2ccc(Br)cc2Cl)CC1,-9,1,-5,0.1,-1,-1,-2,-2,1,5
COc1ccccc1NC(=O)CSc1nncs1,1,-1,-8,-0.3,0,0,-2,2,0,9
CNC(=O)c1sccc1-n1cccc1,-6,0,0,0.0,1,-2,-5,-1,5,3
SMILES,ASAP1 inh,MBD2 DNA inh,DDE Tn7 FP inh,proKLK7 act,PLCg1 inh,DDE Tn6 FP inh,ADAM17 inh,PLC-beta3 inh,UHRF1 MBD2 ctr,ARFGAP1 inhibitor
CC(=O)Nc1ccccc1NC(=O)c1ccccc1-c1ccccc1,2,1,-2,-0.6,4,-4,-1,-2,3,-8
Cc1cc(C(=O)CSc2nnc(-c3ccco3)o2)c(C)n1C,1,0,2,0.3,-7,-4,-2,-16,-2,-11
Cc1c(NC(=O)C(C)OC(=O)c2ccc(Br)o2)c(=O)n(-c2ccccc2)n1C (stereo unspecified),-7,1,0,0.5,3,7,-2,-5,-2,-5
O=C(Nc1ccc(-c2n[nH]c(=S)o2)cc1)c1ccccc1Cl,-6,3,-3,0.0,-20,-3,-1,-30,7,2
Cc1cc(N=CC2=C(O)CC(C)(C)CC2=O)no1,-5,0,7,-0.6,-1,2,0,-2,-1,-5
CCc1ccccc1NC1=NCC(=O)N1Cc1ccc2c(c1)OCO2,4,6,0,0.6,-5,-6,-1,-1,4,-4
CCC(C)n1c(SCC(=O)NCc2ccco2)nnc1-c1cccc(S(=O)(=O)N2CCOCC2)c1 (stereo unspecified),-14,-2,-9,0.3,12*,9,3,3,-2,-6
O=C(c1cc(=O)c2cc(Cl)ccc2o1)N1CCN(Cc2ccccc2)CC1,-3,-1,-8,-0.1,-1,2,-6,-8,2,7
CC(C)C(C)(C#N)NC(=O)CSc1nnc(-c2ccccc2)o1 (stereo unspecified),-1,1,1,-0.5,0,-1,-1,2,-1,-4
c1ccc(CCSc2nccn2-c2ccccc2)cc1,1,-2,3,-0.7,-1,1,0,0,0,6
COc1ccc(-c2cc(C(F)(F)F)nc(S(=O)(=O)CCCC(=O)Nc3cccnc3Cl)n2)cc1OC,0,7,5,2.8,i,-5,-6,i,18,-8
Cc1cccc(OCCCC(=O)Nc2ccc(N3CCOCC3)cc2)c1,10,3,2,-0.4,1,1,-3,0,2,-5

# Screening results (PubChem BioAssay)

# Rows are unselected, and some 4.1% of all compounds hit somewhere here.
